# Screens as filed in PubChem BioAssay.
# A549 viability: A549 cytotoxicity, counter-screen for Nrf2 inhibitors; 390,000 tested, 0.16% active; Potency, µM (series often up to 46 µM), for inactives: top-dose activity change, negative = cytotoxicity, usual class: inhibitors; A549 ARE-Fluc cells, CellTiter-Fluor viability, 18-24 h; AID 504648; note: potency is the fitted concentration of half-maximal effect; % is set by controls: 0 for no effect and ±100 for the full control effect
#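 A549 ARE_Fluc cells in 5% FBS OPTI-MEM were exposed to compounds in concentration-response for 18-24 h at 37 deg C. Viability was read by CellTiter-Fluor fluorescence (Ex 405/Em 525) after 30 min, before the luciferase read.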
# EPAC2 ag: activates human EPAC2 exchange factor. 360,000 tested, 0.079% active. Potency, µM (top dose mostly 154 µM), for the others: top-dose activation, actives largely listed as activators. EPAC2 activation, biochemical qHTS; response scale: 100% = 6.5 mM cAMP response; note: potency is the fitted concentration of half-maximal effect; nearly all actives have a fitted effect of over 50% in size
# Target sequence (Q8WZA2 whole entry, looked up): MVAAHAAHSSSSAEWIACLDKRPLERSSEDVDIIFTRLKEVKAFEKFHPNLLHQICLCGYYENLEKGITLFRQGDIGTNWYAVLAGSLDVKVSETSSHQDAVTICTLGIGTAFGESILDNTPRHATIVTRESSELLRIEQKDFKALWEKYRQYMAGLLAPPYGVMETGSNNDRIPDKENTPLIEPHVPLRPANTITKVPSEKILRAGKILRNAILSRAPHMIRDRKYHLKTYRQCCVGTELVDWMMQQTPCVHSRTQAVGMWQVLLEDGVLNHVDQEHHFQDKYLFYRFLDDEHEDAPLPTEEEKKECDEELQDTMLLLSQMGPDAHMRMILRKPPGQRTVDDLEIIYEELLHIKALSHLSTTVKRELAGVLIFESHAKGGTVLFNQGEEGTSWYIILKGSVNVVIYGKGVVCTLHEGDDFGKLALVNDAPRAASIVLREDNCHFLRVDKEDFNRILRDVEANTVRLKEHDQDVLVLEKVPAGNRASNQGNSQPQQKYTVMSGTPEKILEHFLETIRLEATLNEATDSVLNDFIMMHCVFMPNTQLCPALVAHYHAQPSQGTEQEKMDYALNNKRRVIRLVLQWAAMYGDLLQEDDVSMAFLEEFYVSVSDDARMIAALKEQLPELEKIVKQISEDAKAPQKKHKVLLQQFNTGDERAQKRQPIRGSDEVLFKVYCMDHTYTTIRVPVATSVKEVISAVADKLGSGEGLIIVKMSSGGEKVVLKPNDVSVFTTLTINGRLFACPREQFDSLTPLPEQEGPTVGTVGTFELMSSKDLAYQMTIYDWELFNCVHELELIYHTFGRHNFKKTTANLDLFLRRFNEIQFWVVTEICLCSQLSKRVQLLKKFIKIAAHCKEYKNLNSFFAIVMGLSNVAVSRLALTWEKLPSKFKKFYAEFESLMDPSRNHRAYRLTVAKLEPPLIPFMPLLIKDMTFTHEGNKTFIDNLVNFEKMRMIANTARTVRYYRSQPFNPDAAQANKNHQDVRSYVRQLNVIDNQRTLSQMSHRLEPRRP
#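 Exchange assay: 100 nM EPAC2 with 250 nM Rap1B-BODIPY-GDP and 50 uM GDP. Fluorescence (ex 480/em 540 nm) read every 5 min for 30 min at room temperature. Data normalized to 6.5 mM cAMP as agonist control.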
# EPAC2 antagonist: antagonists of human EPAC2; Q8WZA2; EPAC2 GEF exchange of Rap1B-BODIPY-GDP, fluorescence; Potency, µM (top dose mostly 114 µM), inactives show top-dose activity, negative = inhibition, usual class: inhibitors; 360,000 tested, 0.18% active; note: potency is the fitted concentration of half-maximal effect; % is set by controls: 0 for no effect and ±100 for the full control effect; nearly all actives have a fitted effect of over 45% in size; many of its hits are not listed in these tables
# TGFb SMAD3 inh: inhibitors of TGF-b signaling | 410,000 tested, 1.2% active | HepG2 CAGA-GFP TGF-b/SMAD3 reporter, GFP fluorescence, 18 h; TGF-beta stimulated, 500 pg/mL final | AID 588855 | Potency, µM (highest dose often 46.1 µM), for the others: at the top dose activity, negative = inhibition, most hits filed as inhibitors; note: potency is the fitted concentration of half-maximal effect; % is set by controls: 0 for no effect and ±100 for the full control effect; nearly all actives have a fitted effect of over 65% in size
#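 HEPG2 CAGA-GFP, 1000 cells/well; 2 h settle, 37 C; cpd via pin tool; TGF-b 500 pg/mL final; 18 h, 37 C; GFP imaging ex488/em500-530; %Activity normalised to -TGF-b and +DMSO controls; CRC fit, curve class.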
# MmCpn inh: M. maripaludis TRiC chaperonin inhibition | purified Mm-Cpn ATPase, ADP Transcreener TR-FRET | Potency, µM (doses to about 76.9 µM), for the others: at the highest dose activity, negative = inhibition, usual class: inhibitors | 330,000 tested, 0.031% active; note: potency is the fitted concentration of half-maximal effect; % is set by controls: 0 for no effect and ±100 for the full control effect; nearly all actives have a fitted effect of over 80% in size
#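 TR-FRET (320 nm excitation; 590 and 665 nm emission) reports ADP made from 10 uM ATP by 25 nM enzyme; compounds were preincubated 10 min, reaction run 30 min, both at 37°C.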
# Nrf2 activator: activators of Nrf2 (ARE) signaling; Potency, µM (highest dose often 46.1 µM), for the others: at the top dose activation, hits mostly activators; AREc32 ARE-luciferase reporter (MCF7-derived line), luminescence, 24 h; 410,000 tested, 0.31% active; AID 624171; note: potency is the fitted concentration of half-maximal effect; % of control where 0% means no effect; nearly all actives have a fitted effect of over 65% in size
#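 ARE-driven firefly luciferase activity in AREc32 cells measured after a 24 hr compound exposure at 37 deg C, using Steady-Glo reagent and a 30 min room-temperature hold.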
# CCT chaperon mod: cytosolic chaperonin activity modulation. AID 651819. 360,000 tested, 0.3% active. activity change, % (test concentration not listed), hits read low. purified chaperonin ATPase assay, HTRF ADP detection, 30 min; in the data active = activity change below about -30%; note: % is set by controls: 0 for no effect and ±100 for the full control effect
#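 ATPase activity: ADP formed was measured by HTRF Transcreener (665/615 nm ratio) after 30 min at 37 deg C with 10 uM ATP. Compounds screened at one 76 uM concentration against 40 or 20 nM TRiC in Tris pH 7.4/KCl/MgCl2/DTT buffer.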
# Nrf2 block: blocks Nrf2 signaling | A549 ARE-Fluc reporter, luciferase luminescence, 18-24 h | Potency, µM (doses to about 46 µM), inactives show top-dose activity change, negative = inhibition, hits mostly inhibitors | 360,000 tested, 2.1% active | AID 504444; note: potency is the fitted concentration of half-maximal effect; % is set by controls: 0 for no effect and ±100 for the full control effect; nearly all actives have a fitted effect of over 60% in size
#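 A549 ARE_Fluc cells (5000/well, 5% FBS OPTI-MEM) pre-incubated 2 h, then treated with compounds 18-24 h at 37C/5% CO2 in concentration-response. CellTiter-Fluor viability read first; BugLite luciferase luminescence after 15 min at room temperature gives Nrf2 activity.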
# Akt phos inh: inhibitors of Akt phosphorylation; 360,000 tested, 0.32% active; Neuro2A IGF-stimulated pAkt S473 HTRF, 20 min; hits give low values; AID 651550; activity change, % for hits at 50 µM; in the data active = activity change below about -80%; inconclusive = mostly about -51% to -80%; note: % is set by controls: 0 for no effect and ±100 for the full control effect
#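 Neuro2A cells (4,500/well, DMEM with 0.5% FBS) were treated with compound at a single 50 µM final concentration, stimulated with 6 nM IGF for 20 min at 37 °C, and lysed. Phospho-Akt Ser473 was read by HTRF as 665/615 ratio ×10^4.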
# An asterisk follows results filed as active; i = inactive; ? = inconclusive; nt = not tested or not shown; & = joins results of further samples; [ ] = remark or other dose. Unless noted, calls come from the whole dose curve; as a rule, active = well fitted curve in the direction sought with a large enough effect; inconclusive = small, poorly fitted or top-dose-only effect, or another doubt; inactive = no such curve, though single readings can be large; an effect the other way counts as inactive or inconclusive.
# Start of the data: the first 2 entries, ahead of the listing:
SMILES,A549 viability,EPAC2 ag,EPAC2 antagonist,TGFb SMAD3 inh,MmCpn inh,Nrf2 activator,CCT chaperon mod,Nrf2 block,Akt phos inh
COc1cccc(/C=C/c2ccncc2)c1OC,0%,0%,6%,-4%,-1%,9.1%,-2.3,nt,i
COc1ccc(-n2nc3c(N4CCC(C(=O)NCCc5ccco5)CC4)nnc(C)c3c2C)cc1,?,1%,8%,?,-3%,7.7%,-0.5,?,i

# Main list, from the start:
SMILES,A549 viability,EPAC2 ag,EPAC2 antagonist,TGFb SMAD3 inh,MmCpn inh,Nrf2 activator,CCT chaperon mod,Nrf2 block,Akt phos inh
COc1cccc(/C=C/c2ccncc2)c1OC,0%,0%,6%,-4%,-1%,9.1%,-2.3,nt,i
COc1ccc(-n2nc3c(N4CCC(C(=O)NCCc5ccco5)CC4)nnc(C)c3c2C)cc1,?,1%,8%,?,-3%,7.7%,-0.5,?,i
CC(C)CNc1oc(-c2ccccc2Cl)nc1C#N,15%,14%,?,-4%,1%,5.6%,-0.4,27%,i
CC1CCCC(C)N1CCCNC(=O)C1CCCN(S(=O)(=O)N2CCCCC2)C1 (stereo not drawn),nt,7%,2%,1%,nt,-0.6%,0.3,nt,i
COc1cc(OC)cc(-c2oc(=O)c3cc(OC)c(OC)cc3c2C(F)(F)F)c1,0%,2%,-16%,1%,0%,0.5%,-0.6,10%,i
CCN1CCN(C(=O)c2cc(S(=O)(=O)N3CCCCC3)ccc2Cl)CC1,-7%,-1%,-4%,?,0%,0.2%,0.5,1%,i
COc1cccc(N2CC(C(=O)OC(C)C(=O)c3ccccc3)CC2=O)c1 (stereo not drawn),0%,4%,15%,-9%,3%,-0.3%,0.0,3%,i
Cc1ccc(CNC(=O)C2CC(=O)OC23CCCC3)c(C)c1 (stereo not drawn),-14%,4%,-2%,23%,1%,-1.0%,0.1,-15%,i
CCC(C)(C)n1nnnc1C(c1ccc(C)cc1)N1CCSCC1 (stereo not drawn),-15%,9%,1%,-28%,0%,0.0%,-1.9,-14%,i
COCCn1c(SCC(=O)Nc2cccc(C)c2C)nc2c(oc3ccccc32)c1=O,?,nt,nt,?,nt,0.0%,nt,-2%,nt
CCN(CC)CCCNC(=S)N1CCN(c2nc3ccccc3n2CC)CC1,-1%,-1%,-9%,10%,?,-0.7%,1.5,5%,i
Cn1c(COc2nnc(-c3ccc(Cl)cc3)c3ccccc23)nc2ccccc21,-2%,6%,11%,14%,3%,-1.0%,0.2,11%,i
OC[C@@H]1CN(Cc2ccncc2)C[C@H](n2cnc3c(NC4CC4)ncnc32)O1,nt,0%,22%,16%,nt,0.5%,-1.5,nt,i
C/C(N)=C(/C#N)C(=O)CSc1nc(C2CCCCC2)n(-c2ccccc2)n1,-7%&-15%,6%&-3%,-17%&-2%,10%&-5%,-5%,-1.0%&0.1%,-1.5&-1.0,?,i
O=C(c1ccccc1)c1cccn1CC(=O)N1CCN(c2ccccc2)CC1,2%,0%,2%,0%,0%,0.1%,-2.0,-3%,i
CCOC(=O)/C(=N\Nc1ccccc1Cl)N(C)C1CCCCC1,-4%,8%,-4%,-2%,0%,-0.7%,0.1,10%,i
CN(CCOc1ccccc1)C(=O)c1ccc2c(c1)OCO2,-1%,-2%,2%,-3%,-1%,2.0%,-1.8,23%,i
COc1ccc(F)cc1S(=O)(=O)NCC1CCCO1 (stereo not drawn),-6%,6%,2%,21%,1%,0.1%,-2.0,12%,i
CCOC(=O)Cn1nc(C)c(NC(=O)COc2ccccc2)c1C,2%&-6%,2%,-3%,-1%&-1%,0%,-0.1%&-0.5%,-3.0,-6%,i
CC1(C)Cc2c(ccc3ccccc23)C2=C(C(=O)N3CCCC3)C(=O)C(=O)N21,-7%,-5%,1%,?,-1%,2.9%,1.2,?,i
CCCCCSc1nc2c(c(=O)[nH]c(=O)n2C)n1C(C)C,4%,-6%,-5%,10%,0%,0.2%,0.7,-17%,i
CC1CCN(C(=O)COC(=O)c2cc(=O)[nH]c3ccccc23)CC1,-1%,5%,8%,-2%,1%,3.9%,-1.5,?,i
CCOC(=O)N1CCN(C(=O)c2cc(COc3ccc(OC)cc3Cl)on2)CC1,-2%,8%,9%,?,0%,3.6%,-0.9,?,i
COc1ccc(C(C(=O)NC2CCCC2)N(C(=O)c2snc(C(N)=O)c2N)c2ccccc2OC)cc1OC (stereo not drawn),-8%,-1%,-11%,-19%,-24%,-0.1%,-4.1,-11%,i
O=[N+]([O-])c1ccc2[nH]ncc2c1,2%,7%,-2%,16%,-1%,5.0%,1.7,-20%,i

# Single values from the list.
# Nrf2 activator, O=[N+]([O-])c1ccc2[nH]ncc2c1 is entered as 5.0%
# EPAC2 antagonist, COc1cccc(N2CC(C(=O)OC(C)C(=O)c3ccccc3)CC2=O)c1 (stereo not drawn) is entered as 15%
# Nrf2 activator, COc1ccc(-n2nc3c(N4CCC(C(=O)NCCc5ccco5)CC4)nnc(C)c3c2C)cc1 is entered as 7.7%
# EPAC2 antagonist, CC1CCN(C(=O)COC(=O)c2cc(=O)[nH]c3ccccc23)CC1 is entered as 8%

# (cont.)
SMILES,A549 viability,EPAC2 ag,EPAC2 antagonist,TGFb SMAD3 inh,MmCpn inh,Nrf2 activator,CCT chaperon mod,Nrf2 block,Akt phos inh
Cc1cc(C)c2nc(N(CCN(C)C)C(=O)c3ccc4ccccc4c3)sc2c1,0%,7%,-16%,?,1%,0.3%,-1.3,-7%,i
CCCN1C(=O)c2ccc(C(=O)NC3=NCCS3)cc2C1=O,-1%,7%,-2%,3%,-10%,2.7%,0.4,15%,i
Cc1cccc(OCC(=O)Nc2ccc(N3CCN(C(=O)c4ccco4)CC3)cc2)c1C,3%,-1%,10%,-2%,-5%,-0.3%,0.0,-1%,i
CCN(CC)C(=O)CSc1nnc([C@H](Cc2c[nH]c3ccccc23)NC(=O)OC(C)(C)C)o1,-4%,-4%,5%,0%,3%,-0.3%,-1.1,18%,i
CC(c1ccccc1)n1cc(C(=O)NCC2CCCO2)nn1 (stereo not drawn),2%,0%,9%,-6%,2%,-0.4%,-1.5,1%,i
COc1ccc(CCN2CC(C(=O)N(C)Cc3cccnc3)CC2=O)cc1OC (stereo not drawn),-7%,-2%,11%,-4%,-4%,-0.2%,-0.5,18%,i
Cc1ccc(OCC(=O)NC(C)c2ccccc2)cc1C (stereo not drawn),-3%,4%,-5%,-9%,0%,0.4%,0.0,-9%,i
CCC(CO)Oc1cc(NCc2ccccc2)c2ncn(C(C)C)c2c1 (stereo not drawn),1%,7%,2%,?,-4%,-5.2%,-0.8,0%,i
Cc1cc(C)cc(NC(=O)CCn2cnc3cc(C)c(C)cc32)c1,6%,-4%,-16%,-5%,0%,0.0%,-0.5,1%,i
COc1ccc(/C=C(\NC(=O)c2ccc(OC)cc2)C(=O)N2CCCCC2)cc1,13%,4%,-2%,-17%,0%,3.9%,-0.7,10%,i
CC(=O)N1CCc2cc(Br)cc(S(=O)(=O)N3CCC(C(=O)Nc4cccc(C)c4C)CC3)c21,-3%,nt,nt,0%,nt,0.2%,nt,-25%,nt
CCN(CC)CCN(C(=O)c1ccc2c(c1)CCCC2)c1nc2c(C)cccc2s1,-10%,4%,-12%,?,3%,-0.2%,-2.8,1%,i
COc1ccccc1-n1cnnc1SCC(=O)N1CCN(S(=O)(=O)c2ccccc2)CC1,8%,2%,3%,0%,0%,3.8%,-0.8,22%,i
COc1cccc(CNC(=O)[C@@H](C)N2C(=O)N3CCc4c([nH]c5ccc(OC)cc45)C3(C)C2=O)c1 (stereo partly drawn),1%,-1%,10%,?,3%,1.0%,-0.5,-9%,i
COC(=O)c1ccc(COC(=O)CNC(=O)c2ccc(C)s2)cc1,-3%,11%,-11%,25%,0%,0.2%,2.9,5%,i
CCN1CCN(c2nc(Nc3ccccc3)nc(N)c2[N+](=O)[O-])CC1,-2%,-8%,19%,?,-3%,2.9%,1.4,6%,i
O=C(OCc1ccccc1)C1CCN(S(=O)(=O)c2cccs2)CC1,nt,7%,2%,-3%,nt,-2.3%,-3.0,nt,i
CCCOc1ccc(-c2nc(C#N)c(NCC3CCCO3)o2)cc1 (stereo not drawn),5%,16%,-10%,40%[activator],-4%,0.5%,-0.8,-21%,i
COc1ccc(-c2csc(C(O)c3cccc(OC)c3)n2)cc1 (stereo not drawn),nt,19%,-18%,?,nt,1.0%,0.2,nt,i
CCC1CCCCN1Cc1c(O)ccc2c(=O)c(Oc3ccccc3Cl)c(C(F)(F)F)oc12 (stereo not drawn),-3%,nt,nt,?,nt,4.0%,nt,1%,nt
COc1ccc(NC(=O)CN(C)C(=O)c2ccc3ccccc3n2)cc1,4%,10%,-1%,17%,0%,6.8%,-0.2,-18%,i
O=S(=O)(NCc1ccc2c(c1)OCO2)c1ccc2c(c1)oc1ccccc12,-15%,15%,-5%,-25%,?,2.8%,-2.4,21µM*,i
CC1(c2nnc(-c3ccc(F)cc3)o2)CC(c2ccc(F)cc2)=NO1 (stereo not drawn),0%,5%,-3%,-11%,2%,-0.1%,-3.0,-27%,i
O=c1ccnc(SCc2ccccc2Cl)[nH]1,?,9%,0%,-9%,0%,2.7%,-1.2,12%,i
CC(=O)c1c(C)n(-c2cccc(Cl)c2)c2ccc(OC(=O)c3ccccc3)cc12,16%,nt,nt,4%,nt,-1.0%,nt,10%,nt
COc1ccc(C#Cc2cnc3c(c2)C(=O)N([C@@H](C)CO)C[C@@H](C)[C@@H](CN(C)CC2CCOCC2)O3)cc1,nt,6%,3%,0%,nt,0.2%,-1.7,nt,i
COc1ccc(-c2ccc3c(c2)S(=O)(=O)c2cccc(C(=O)NC[C@@H]4CCCO4)c2C3=O)cc1OC,-16%,1%,2%,-2%,-1%,0.4%,-1.7,-4%,i

# Some of the compounds tested; rates above refer to the full screens.
